NTR1 agonist: agonists of NTR1, primary screen, imaging, U2OS cells, beta-arrestin-GFP, high content (AID 493036). Neurotensin receptor type 1 (Homo sapiens), P30989. NTR1-U2OS beta-arrestin-GFP spot imaging, agonist mode. activation, % at 20 µM. 0.17% of 330,000 active;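 active means activation at or above 40% of the spot to cytoplasm intensity ratio, with at least 20 cells analyzed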;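 further: 0% = DMSO without peptide and 100% = 100 nM NTR1 peptide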
Target sequence (P30989 whole entry, looked up): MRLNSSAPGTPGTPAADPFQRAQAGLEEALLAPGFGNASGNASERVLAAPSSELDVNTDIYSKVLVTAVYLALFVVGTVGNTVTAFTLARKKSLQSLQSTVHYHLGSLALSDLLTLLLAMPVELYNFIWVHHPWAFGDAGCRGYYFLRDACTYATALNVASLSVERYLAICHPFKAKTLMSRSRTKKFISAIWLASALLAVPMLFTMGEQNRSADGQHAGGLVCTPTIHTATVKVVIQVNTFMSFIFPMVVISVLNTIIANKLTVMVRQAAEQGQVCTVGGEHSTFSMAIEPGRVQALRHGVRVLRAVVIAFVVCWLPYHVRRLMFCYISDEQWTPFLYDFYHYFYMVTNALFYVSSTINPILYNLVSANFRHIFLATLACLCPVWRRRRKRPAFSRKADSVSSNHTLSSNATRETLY
MgcRacGAP inhibition: MgcRacGAP GTPase-activating activity inhibitors, confirmation, biochemical, ADP Hunter fluorescence | Rac GTPase-activating protein 1 (Homo sapiens) | MgcRacGAP-stimulated Rac1 GTP hydrolysis, ADP Hunter fluorescence; higher % means a stronger effect; GST-tagged Rac1 F28L mutant substrate | inhibition, % at 30 µM, or IC50 in µM where a hit was titrated | 0.6% of 340,000 active | AID 624330, 2012;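 active means first-screen hits whose inhibition reached a set limit at any dose in the follow-up dose series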;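 further: fluorescence reports GDP produced by GAP-driven GTP hydrolysis; strong numbers were not always called active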
K1F lysis inhibition: inhibition of K1F phage lysis, E. coli UTI89, bacterial capsule biogenesis inhibitors, alamar blue (AID 488966) | inhibition, % at 100 µM, or IC50 in µM where a hit was titrated | E. coli UTI89 K1F phage lysis, alamar blue, 2 h; higher % means a stronger effect | 0.02% of 340,000 active;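 active means phage lysis inhibition, versus mean bacterial control, above a set limit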;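 further: capsule biogenesis inhibitors block K1F phage lysis so surviving cells raise fluorescence; higher fluorescence means more inhibition of phage lysis; actives were called in the ten point dose series up to 300 µM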
NTR1 agonist cell count 20 µM: also measured in NTR1 agonist; calls as there; cell count; measured here: cell count, cytotoxicity flag
An asterisk follows results filed as active; [ ] = remark or other dose. Not all compounds are listed; rates above refer to the full screens.

SMILES | NTR1 agonist | NTR1 agonist cell count 20 µM | MgcRacGAP inhibition | K1F lysis inhibition
Cc1ccc(C=NNC(=O)c2cc(-c3cccnc3)nc3ccccc23)o1 | 1.4 | 71 | 4.4% | -0.3%
COc1cccc(NC(=O)C(c2ccccc2)N2CCN(CC(=O)N3CCOCC3)CC2)c1 (stereo not given) | -1.3 | 67 | 5.8% | 1.2%[50 µM]
O=C(O)C(Cc1ccc(O)cc1)N1C(=O)c2c(Cl)c(Cl)c(Cl)c(Cl)c2C1=O (stereo not given) | 0.7 | 51 | -10.7% | -2.9%
CCOC(=O)C1CCCN(S(=O)(=O)CCNC(=O)c2ccc(F)cc2)C1 (stereo not given) | -0.6 | 59 | 6.2% | 1.2%[50 µM]
CC1(c2cccc(Br)c2)NC(=O)N(CC(=O)c2ccc3c(c2)OCCO3)C1=O (stereo not given) | 5.5 | 68 | 6.0% | 0.2%[50 µM]
C[C@@H](NC(=O)C(=O)c1c[nH]c2ccccc12)c1ccccc1 | -1.3 | 72 | -10.8% | -0.8%
COc1c2ccoc2cc2oc(C)cc(=O)c12 | 0.0 | 84 | 6.3% | 0.2%
NS(=O)(=O)c1ccc(CNC(=O)Cn2nc(C(F)F)cc2C(F)F)cc1 | -2.0 | 54 | 3.6% | 0.2%[50 µM]
COc1ccc(Cc2nnc(SC(C)C(=O)Nc3ccc(C(N)=O)cc3)o2)cc1 (stereo not given) | -0.4 | 47 | 9.1% | 0.8%[50 µM]
O=C(NCc1ccccc1CN1CCCC1)c1ccc(Cl)c(S(=O)(=O)N2CCCC2)c1 | 0.4 | 54 | 4.8% | 0.8%[50 µM]
Cc1cc(C)c(S(=O)(=O)N2CCCCC2CCNC(=O)C(=O)NCCN2CCOCC2)c(C)c1 (stereo not given) | 0.8 | 61 | 4.8% | -0.1%
Cc1cccc(C#Cc2ccccc2)n1 | 0.6 | 68 | -3.1% | 8.7%
CN1CCN(S(=O)(=O)c2ccc(Oc3cccc(C(F)(F)F)c3)nc2)CC1 | 1.5 | 74 | 9.7% | -0.4%
Cc1ccc(C)c(C(=O)COC(=O)c2nn(C)c(=O)c3ccccc23)c1 | -0.1 | 37 | 4.6% | 0.2%[50 µM]
O=C(CN1C(=O)C2CCCCC2C1=O)OCC(=O)c1ccc(F)cc1 (stereo not given) | 1.3 | 63 | -0.9% | 0.8%[50 µM]
CC1(C)CC(=O)C=C(c2cccc(O)c2)C1=O | 0.9 | 51 | 8.9% | 1.3%
Cc1c(NS(=O)(=O)c2cc(C(=O)NCc3cccnc3)ccc2Cl)c(=O)n(-c2ccccc2)n1C | -0.1 | 57 | 0.5% | 1.9%
O=C(OCC(=O)N1CCCC1=O)c1ncc(Cl)c(Cl)c1Cl | 0.0 | 58 | 1.6% | 1.8%[50 µM]
CC(OC(=O)CNC(=O)c1ccc(Cl)c([N+](=O)[O-])c1)C(=O)NC1CCCCC1C (stereo not given) | 5.0 | 51 | 2.7% | 0.8%[50 µM]
Cc1cc(F)ccc1S(=O)(=O)Nc1ccc(C(=O)N2CCCCC2)cc1 | -1.5 | 61 | -6.8% | -0.1%
CCn1ccc2c(OCC(=O)NCCc3ccc(OC)c(OC)c3)cccc2c1=O | -0.2 | 71 | 6.8% | 1.0%[50 µM]
CCN(C[C@H]1N[C@@](CC)(C(=O)OC)[C@H]2C(=O)N(Cc3ccccc3)C(=O)[C@@H]12)S(=O)(=O)c1ccc(C(C)(C)C)cc1 | 2.1 | 56 | 1.1% | 0.1%
O=C(Nc1nc2ccc(F)cc2s1)c1ccc(N2CCCC2=O)cc1 | -0.5 | 55 | 4.8% | 1.4%[50 µM]
COc1ccc(C(CNC(=O)c2cccc(S(=O)(=O)Nc3ccccc3OC)c2)N2CCOCC2)cc1 (stereo not given) | 0.3 | 58 | -4.7% | 0.1%[50 µM]
CC(=O)Nc1c(-c2ccccc2)nc2ccc(Cl)cn12 | -0.9 | 28 | 1.6% | 10.4%
O=[N+]([O-])c1cc(C(F)(F)F)ccc1NCCc1ccccn1 | 0.5 | 40 | 8.8% | 0.6%
CCOCCn1ccc2c(OCC(=O)NCc3ccccc3)cccc2c1=O | 1.0 | 58 | -10.4% | -0.7%[50 µM]
N#CC1(NC(=O)COc2cc(F)ccc2[N+](=O)[O-])CCCCC1 | 1.4 | 46 | 3.9% | -0.5%
O=C(COC(=O)/C=C/c1ccc(S(=O)(=O)N2CCOCC2)cc1)Nc1ccccc1F | 1.5 | 60 | -0.4% | -0.6%
Cc1nn(-c2ccccc2)c(C)c1NC(=O)COC(=O)c1cc(Cl)ccc1O | 1.8 | 64 | 3.4% | -0.7%
CC(NC(=O)CN1C(=O)NC(c2ccccc2)(c2ccccc2)C1=O)c1cccs1 (stereo not given) | -2.6 | 67 | -3.8% | 0.4%[50 µM]
CC(OC(=O)Cn1[nH]c(=O)c2ccccc2c1=O)C(=O)Nc1ccccc1[N+](=O)[O-] (stereo not given) | 2.4 | 67 | 3.2% | 0.5%[50 µM]
O=C(O)C(F)=C(c1ccccc1)c1ccccc1 | -0.3 | 39 | 5.8% | -0.2%
C[C@H](CO)N1C[C@H](C)[C@@H](CN(C)S(=O)(=O)c2cn(C)cn2)Oc2c(NC(=O)Nc3ccc(C(F)(F)F)cc3)cccc2C1=O | 0.6 | 49 | 6.9% | -0.8%
CN(Cc1ccc(Cl)cc1Cl)C(=O)CCNC(=O)c1ccco1 | 0.6 | 56 | 2.7% | -0.6%
C=CC[C@@H](CC(=O)N(CCO)Cc1ccccc1)C(=O)NCCOC(=O)[C@@H](CC=C)Cc1ccc(F)cc1 | 1.6 | 53 | 5.4% | -0.3%
CCOc1ccc(S(=O)(=O)NCCC(=O)NCc2cccnc2)cc1 | 0.1 | 79 | 3.4% | 0.3%[50 µM]
CN(C(=O)c1ccc2c(c1)OCO2)C1(C)CCS(=O)(=O)C1 (stereo not given) | 0.7 | 56 | 3.4% | -1.5%
COc1ccc(-c2oc(=O)c3cc(OC)c(OC)cc3c2/C=C/c2ccc([N+](=O)[O-])cc2)cc1 | -1.6 | 38 | 2.3% | -0.4%
COc1ccc(OCCCC(=O)Nc2ccc(OC)c(S(=O)(=O)N3CCOCC3)c2)cc1 | 1.0 | 58 | 3.1% | 0.3%[50 µM]

Of the compounds above, these have a nitro group on carbon:
SMILES | NTR1 agonist | NTR1 agonist cell count 20 µM | MgcRacGAP inhibition | K1F lysis inhibition
CC(OC(=O)CNC(=O)c1ccc(Cl)c([N+](=O)[O-])c1)C(=O)NC1CCCCC1C (stereo not given) | 5.0 | 51 | 2.7% | 0.8%[50 µM]
O=[N+]([O-])c1cc(C(F)(F)F)ccc1NCCc1ccccn1 | 0.5 | 40 | 8.8% | 0.6%
N#CC1(NC(=O)COc2cc(F)ccc2[N+](=O)[O-])CCCCC1 | 1.4 | 46 | 3.9% | -0.5%
CC(OC(=O)Cn1[nH]c(=O)c2ccccc2c1=O)C(=O)Nc1ccccc1[N+](=O)[O-] (stereo not given) | 2.4 | 67 | 3.2% | 0.5%[50 µM]
COc1ccc(-c2oc(=O)c3cc(OC)c(OC)cc3c2/C=C/c2ccc([N+](=O)[O-])cc2)cc1 | -1.6 | 38 | 2.3% | -0.4%

(listing goes on)
SMILES | NTR1 agonist | NTR1 agonist cell count 20 µM | MgcRacGAP inhibition | K1F lysis inhibition
CCN(CC)S(=O)(=O)c1ccc(C)c(NC(=O)CNc2cccc(S(=O)(=O)N3CCOCC3)c2)c1 | 1.7 | 58 | 6.4% | 0.7%[50 µM]
O=C(CNC(=O)c1ccccc1F)NCCCN1CCCC1=O | -0.4 | 71 | -0.1% | -0.7%
CCN(CC(=O)NCc1cccs1)C(=O)Cc1ccc(C)c(C)c1 | -2.0 | 52 | 4.6% | 0.7%[50 µM]
Cc1n[nH]c(C)c1S(=O)(=O)N1CCN(S(=O)(=O)c2ccccc2C#N)CC1 | -0.5 | 59 | -6.1% | -0.2%[50 µM]
CC1CCN(C(=O)COC(=O)c2cc(=O)[nH]c3ccccc23)CC1 | 1.1 | 73 | 4.1% | 0.7%[50 µM]
CC(C(=O)Nc1ccc(S(=O)(=O)N2CCCC2)cc1)N(C)Cc1ccc(F)cc1 (stereo not given) | -3.1 | 53 | -7.7% | -0.4%[50 µM]
COCCN(CCOC)C(=O)CSc1ccc(S(=O)(=O)N2CCN(C)CC2)cn1 | -1.3 | 49 | 5.8% | 0.4%[50 µM]
Cc1ccc(S(=O)(=O)N[C@H](C(=O)OCC(=O)NC(=O)C2CCCCC2)C(C)C)cc1 | -0.8 | 49 | -1.4% | -2.1%
Cc1ccc(CNC(=O)Cn2cnc(C(=O)Nc3ccc(C)c(C)c3)n2)o1 | -1.1 | 74 | 10.6% | 0.1%
O=C(CCNS(=O)(=O)c1cccc(C(F)(F)F)c1)NC1CC1 | 3.9 | 62 | 3.6% | 1.2%[50 µM]
CCOc1ccc(/C=C/C(=O)N(CC)CC(=O)Nc2ccc3c(c2)OCCO3)cc1OC | -1.0 | 72 | 12.4% | -2.0%
CCCCn1c(N)c(N(CC(C)C)C(=O)CSc2ccccc2C)c(=O)[nH]c1=O | 1.1 | 63 | 4.7% | 2.8%[50 µM]
CC(Oc1ccc(F)cc1)C(=O)Nc1cc(S(=O)(=O)N2CCOCC2)ccc1N1CCCCC1 (stereo not given) | 3.0 | 80 | 8.5% | -0.6%[50 µM]
COCCN(C(=O)COC(=O)CCc1ccc(OC)cc1)c1c(N)n(Cc2ccccc2)c(=O)[nH]c1=O | 0.7 | 66 | 3.8% | 0.8%[50 µM]
Cc1nc(SCC(=O)NC2CCS(=O)(=O)C2)c2c(C)c(C)sc2n1 (stereo not given) | 4.1 | 61 | 3.6% | 0.3%[50 µM]
CNc1ncnc2c1ncn2[C@@H]1O[C@H](CO)[C@@H](O)[C@H]1O | 1.7 | 61 | 0.8% | -0.9%
O=C(COC(=O)c1cc[n+]([O-])cc1)Nc1cccc(Br)c1 | 0.5 | 57 | -6.7% | -0.3%[50 µM]
Clc1cccc(-c2ccc(-c3nc4ccccn4c3NCc3ccccc3)cc2)c1 | 5.2 | 60 | 9.5% | 6.7%
Cc1ccc(S(=O)(=O)N2[C@@H](c3ccc(C(C)(C)C)cc3)C(C(=O)O)=CC[C@H]2c2cccc(Cl)c2)cc1 | 4.6 | 57 | 4.5% | 0.2%
O=C(CCCN=C1NS(=O)(=O)c2ccccc21)Nc1ccc(Cl)cc1 | -1.8 | 44 | 6.3% | 0.5%[50 µM]
COc1ncccc1-c1nnn(-c2ccccc2Br)n1 | -1.9 | 106 | 4.1% | -0.4%
CC1CN(C(=O)c2cc(S(=O)(=O)N3CCCCC3)ccc2Cl)CC(C)O1 (stereo not given) | -0.2 | 62 | 7.2% | 1.0%[50 µM]
O=S(=O)(NCCSCc1ccc(Cl)c(Cl)c1)c1ccc2c(c1)OCCO2 | 3.0 | 88 | 4.1% | -0.3%
CCN1C(=O)[C@H]2[C@@H](c3ccc(-c4ccc5c(c4)OCO5)c(OC)c3)N[C@@](C)(C(=O)OC)[C@H]2C1=O | 7.8 | 69 | 8.3% | 0.8%
COc1ccc(C2=NN(C(=O)COC(=O)c3ccc(NC(=O)CC#N)cc3)C(c3ccco3)C2)cc1 (stereo not given) | 2.1 | 71 | 6.6% | -0.1%[50 µM]
O=C(COC(=O)c1cc(S(=O)(=O)N2CCOCC2)ccc1F)Nc1ccc(Cl)cn1 | -0.8 | 50 | 0.9% | 1.0%[50 µM]
CCCC(C)NC(=O)c1cc(S(=O)(=O)N2CCCCCC2)ccc1OC (stereo not given) | -1.7 | 51 | 2.8% | 0.6%[50 µM]
NC(=O)c1cc([N+](=O)[O-])ccc1NCc1ccc(N)cc1 | 7.6 | 84 | 6.3% | 0.4%
COc1cc(CCC(=O)OCC(=O)c2ccc[nH]2)cc(OC)c1OC | -2.4 | 40 | 5.1% | 1.4%[50 µM]
CCC(Oc1ccccc1)C(=O)Nc1cc(Cl)ccc1-n1cncn1 (stereo not given) | 1.3 | 51 | 5.0% | 0.5%[50 µM]
Cc1ccc(OCCC(=O)OCC(=O)Nc2ccc3[nH]c(=O)[nH]c3c2)cc1 | -1.2 | 50 | 7.5% | 1.4%[50 µM]
C=CCN1CCCC1CNC(=O)c1cc2[nH]nnc2cc1OC (stereo not given) | -1.8 | 54 | 3.0% | -2.5%
CN(CCOc1ccc(Cl)cc1)C(=O)c1ccc2c(=O)n3c(nc2c1)CCC3 | 0.6 | 57 | 3.9% | 1.4%[50 µM]
CNC(=O)c1cc2cc(Cl)cc(OC)c2oc1=O | -0.3 | 58 | -2.1% | 0.2%
Cc1ccccc1NS(=O)(=O)c1ccc(C(=O)N2CCCC2)cc1 | 0.0 | 75 | 2.7% | -1.2%
Cc1cccc(NC(=O)c2nc[nH]c2C(=O)N[C@H](C)c2ccccc2)c1 | 47.6* | 72* | 4.1% | 0.0%

Structural class: the entries above containing a tert-butyl group
SMILES | NTR1 agonist | NTR1 agonist cell count 20 µM | MgcRacGAP inhibition | K1F lysis inhibition
CCN(C[C@H]1N[C@@](CC)(C(=O)OC)[C@H]2C(=O)N(Cc3ccccc3)C(=O)[C@@H]12)S(=O)(=O)c1ccc(C(C)(C)C)cc1 | 2.1 | 56 | 1.1% | 0.1%
Cc1ccc(S(=O)(=O)N2[C@@H](c3ccc(C(C)(C)C)cc3)C(C(=O)O)=CC[C@H]2c2cccc(Cl)c2)cc1 | 4.6 | 57 | 4.5% | 0.2%

Assay outcomes as filed in PubChem BioAssay.
